SUMO Mot1 rescue: inhibitors of SUMOylation pathway: yeast Mot1-301 growth rescue. S. cerevisiae Mot1-301 growth rescue, ATP luminescence, 38.5C; percent above DMSO median, 100 means doubled. growth rescue, % at 18.8 µM. 320,000 tested, 1% active;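 active = every valid replicate shows activation above 250% relative to neutral control wells; inactive = the rest, any valid replicate at or below 250%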;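 also: OY570 slx delta 5 strain wells were the positive control but not used for scaling; some compounds called inactive have numbers as strong as hits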
AddAB inh: less growth of phage-infected E. coli with AddAB. E. coli expressing H. pylori AddAB, absorbance growth. inhibition, % at 11.9 µM. 330,000 tested, 0.29% active; in the data active = inhibition above about 12%;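 also: 0% = vehicle wells of infected cells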
PKA-R1A act: PKA-R1A complex activation. P00514+P68181. PKA-R1A dissociation, Cy5-IP20 fluorescence polarization; scaled: DMSO 0%, 113 µM cGMP 100%. activation, % at 11.4 µM. 340,000 tested, 0.083% active. AID 504707;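 active = percent activation above the mean of all tested compounds plus 3 SD, cut at about 19% in these data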;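 also: higher means more PKAc released from R1A so a rise in polarization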
Ecoli viability: bacterial growth inhibition, counter-screen for AddAB inhibitors | E. coli V3065 growth, OD600 absorbance, 18 h | AID 449728 | inhibition, % at 11.9 µM | 330,000 tested, 0.27% active;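 active = inhibition above the campaign's mean inhibition across all tested compounds plus 3 SD, cut at about 9.9% in these data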;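 also: uninfected addAB+ strain grown without phage in ampicillin broth; 0% = DMSO wells and 100% = ciprofloxacin 0.95 µg/ml wells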
phage Ecoli inh: E. coli growth loss with phage present; growth absorbance; inhibition, % at 11.9 µM; 360,000 tested, 0.26% active; in the data active = inhibition above about 11%
OPRM1-OPRD1 inv: mu-delta opioid heterodimer inverse agonism; P35372+P41143; cell-based MOR-DOR heterodimer luminescence; inhibition, % at 9.3 µM; 340,000 tested, 0.21% active; in the data active = inhibition above about 22%, passing the limit was not always enough;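 also: 0% = cells with DMSO and 100% = wells without cells with DMSO; values of inactives mirror those of a sister screen read the other way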
PKA-R2B act: PKA-R2B complex activation | 340,000 tested, 0.079% active | PKA-R2B holoenzyme dissociation, Cy5-IP20 fluorescence polarization; R2B truncated from residue 108, S112A mutant; 0% DMSO only, 100% 113 µM cGMP | P22694+P31323 | activation, % at 11.4 µM;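 active = activation above a cutoff set at the mean over all compounds plus 3 SD, cut at about 18% in these data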;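 also: higher means more holoenzyme dissociation and a rise in polarization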
Target sequence (P31323 whole entry, looked up, other chains not shown, the tested form may be a part): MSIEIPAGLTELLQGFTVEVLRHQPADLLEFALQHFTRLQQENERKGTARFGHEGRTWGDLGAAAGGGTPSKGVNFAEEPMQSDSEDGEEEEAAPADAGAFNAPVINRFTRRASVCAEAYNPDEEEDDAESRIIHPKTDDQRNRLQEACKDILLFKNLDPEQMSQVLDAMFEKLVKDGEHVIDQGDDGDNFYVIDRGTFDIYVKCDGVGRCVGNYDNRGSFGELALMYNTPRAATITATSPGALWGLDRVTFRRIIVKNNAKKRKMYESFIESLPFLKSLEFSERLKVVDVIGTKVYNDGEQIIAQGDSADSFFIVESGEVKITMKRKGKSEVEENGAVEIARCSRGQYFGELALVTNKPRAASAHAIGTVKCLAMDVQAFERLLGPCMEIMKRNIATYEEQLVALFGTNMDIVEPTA
MOR-DOR ag: agonists of human mu-delta opioid receptor heterodimerization; P35372+P41143; cells, OPRM1-OPRD1 heterodimerization, luminescence; activation, % at 9.3 µM; 340,000 tested, 0.3% active; AID 504326; in the data active = activation above about 18%;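 also: 0% = vehicle-treated cells and 100% = reference agonist; values of inactives mirror those of a sister screen read the other way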
PfHsp90 set2: reduces growth (ATP signal) of yeast expressing P. falciparum Hsp90. S. cerevisiae expressing PfHsp90, BacTiter-Glo ATP, 48 h; yeast lacking PDR1 and PDR3 efflux regulators. inhibition, % at 9.4 µM. 310,000 tested, 0.32% active. AID 504621;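 active = every replicate shows inhibition above about 80%, whatever the replicate mean, limit read from the data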;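 also: 0% = DMSO neutral controls and 100% = 20 µM radicicol positive controls; yeast relying on Plasmodium falciparum Hsp90 in place of its own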
Tat export inh: inhibitors of E. coli Tat protein transport | inhibition, % at 10 µM | E. coli MC4100 TorA-mCherry Tat export, fluorescence | 340,000 tested, 0.036% active | AID 488895;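 active = mean replicate inhibition at least 50% and at least half of replicates individually reaching 50%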;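 also: exported cargo escapes ClpAP degradation while cytoplasmic cargo is degraded and loses fluorescence; 0% = median of neutral control wells and 100% = median of NaSCN control wells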
HTR5A inv ag: HTR5A inverse agonism, opioid heterodimer counter-screen; P47898; HTR5A cell line, luminescence; inhibition, % at 9.3 µM; 340,000 tested, 0.083% active; in the data active = inhibition mostly above about 23%, no sharp cut-off; inactive = mostly below about 18%;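 also: 0% = cells with DMSO and 100% = no-cell wells with DMSO; some compounds called inactive have numbers as strong as hits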
Target sequence (P47898 whole entry, looked up): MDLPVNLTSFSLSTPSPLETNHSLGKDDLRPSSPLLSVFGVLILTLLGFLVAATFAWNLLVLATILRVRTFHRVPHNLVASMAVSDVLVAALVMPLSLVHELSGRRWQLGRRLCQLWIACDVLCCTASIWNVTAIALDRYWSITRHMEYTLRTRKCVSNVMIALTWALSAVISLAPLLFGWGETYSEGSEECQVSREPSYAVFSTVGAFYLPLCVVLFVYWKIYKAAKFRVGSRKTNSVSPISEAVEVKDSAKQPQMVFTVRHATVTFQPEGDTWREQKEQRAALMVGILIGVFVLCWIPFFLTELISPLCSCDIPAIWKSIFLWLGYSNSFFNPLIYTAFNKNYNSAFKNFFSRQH
* = called active by the depositor; . = not tested or not shown; & = joins results of further samples.

SMILES	SUMO Mot1 rescue	AddAB inh	PKA-R1A act	Ecoli viability	phage Ecoli inh	OPRM1-OPRD1 inv	PKA-R2B act	MOR-DOR ag	PfHsp90 set2	Tat export inh	HTR5A inv ag
CCc1cc(=O)oc2c(C)c(OCC(=O)N3C[C@H]4C[C@@H](C3)c3cccc(=O)n3C4)ccc12	7	3.2	-3	0.2	1.0	8	3	-1.6	-20	-5	10
Fc1ccccc1CN1CCN(c2ccc(Cl)cc2)CC1	-11	-0.6	9	2.9	0.6	-26	-5	5.8	0	14	19
Cc1[nH]c2ccccc2c1CCNCc1cccnc1	-8	4.4	8	2.9	1.1	1	1	-0.1	13	-10	7
O=C(c1cc2ccccn2n1)N1CCC2(CC1)OCCO2	4	-0.4	-2	-1.5	3.2	8	-1	-1.5	-23	-10	12
CC1([N+](=O)[O-])COP(=O)(Nc2cccc(Cl)c2)OC1 (stereo unspecified)	.	.	-3	.	5.9	8	3	-1.5	4	-3	8
Cc1cccc(NC2=NCCCS2)c1C	2	3.2	-5	-1.4	0.8	8	-4	-1.5	2	-7	3
CCOC(=O)C1=C(NC(=S)NC(=O)c2ccccc2)c2ccccc2CC12CCCC2	.	.	1	.	5.6	2	-7	-0.3	-4	1	5
CCCCn1c(=O)c(C(=O)NCCc2ccccc2)c(O)c2ccccc21	-24	5.5	-10	3.1	9.0	8	-5	-1.5	37	-5	-16
COC(=O)C(O)(c1ccc(NC(=O)c2cccs2)c(C)c1)C(F)(F)F (stereo unspecified)	17	0.0	1	0.2	2.7	14	4	-2.8	-13	-3	-24
O=C(c1ccc2c(c1)ncn2-c1ccc(F)cc1F)N1CCC2(CC1)OCCO2	-5	-0.9	1	-0.2	3.6	21	-7	-4.2	-6	-7	14
S=C=Nc1cccc(C2(N3CCCCC3)CCCCC2)c1	-17	0.4	-4	-0.5	2.7	.	0	.	18	2	.
CCc1nc2ccccc2c(=O)n1-c1ccc2ccccc2c1	-15	2.4	1	1.0	1.8	3	-11	-0.6	-24	8	-16
COc1ccc(N/N=C/c2c(O)n(-c3ccc(C)c(C)c3)c(=O)[nH]c2=O)cc1	43	3.9	1	-0.5	1.6	24	-14	-4.6	6	-2	-21
CNCCCc1ccccc1	149	3.4	-14	-0.7	3.9	-42	-11	7.7	.	-1	-7
COC(=O)c1c(C)[nH]c(C(=O)C(Cc2ccccc2)N(C)C)c1C (stereo unspecified)	-11	0.1	-5	-0.7	-0.3	13	-18	-2.1	-10	-7	12
O=C(Cc1ccccc1)OCCN1CCOCC1	-2	2.8	-1	1.4	4.2	22	-4	-4.2	-9	5	2
O=C1NC(=O)N(Cc2ccccc2)C(=O)/C1=C/N1CCCc2ccccc21	-7	4.7	-7	0.8	2.9	-13	0	1.8	6	1	-3
O=c1c2ccccc2nc(CSc2ncnc3nc[nH]c23)n1-c1ccccc1	-3	2.0	-3	0.1	1.0	-16	-11	2.7	-6	-21	-1
O=C1/C(=C/c2ccccc2Cl)N2CCC1CC2	-19	-1.7	0	-0.1	0.7	15	6	-2.8	-25	0	-1
CN1CC(C(=O)c2ccccc2)C(c2ccccc2)C1 (stereo unspecified)	6	1.1	-10	2.7	1.3	21	-8	-4.6	-1	3	2
CC(C(N)=O)N1CC(c2ccccc2)CC1=O (stereo unspecified)	5	3.6	0	2.5	0.9	5	15	-0.9	0	-13	5
C#CC[N+]1(C)C2CCC1CC(O)C2 (stereo unspecified)	-2	0.9	-9	-0.7	1.6	-1	-3	0.2	-47	-1	8
Cc1ccc2c(c1)N(N=O)CCC2	0	0.9	-5	0.0	2.6	7	-6	-1.3	21	-8	-9
COc1cc(/C=C/C(=O)c2c(O)n(CCc3ccccc3)c(=O)[nH]c2=O)ccc1O	105	2.1	3	1.5	1.4	14	-10	-2.6	19	-3	-8
COc1ccc(C2NCc3ccccc3-n3cccc32)cc1 (stereo unspecified)	-10	-0.9	-9	-3.9	3.1	-3	-10	0.5	-6	25	-10
More structures follow.
SMILES	SUMO Mot1 rescue	AddAB inh	PKA-R1A act	Ecoli viability	phage Ecoli inh	OPRM1-OPRD1 inv	PKA-R2B act	MOR-DOR ag	PfHsp90 set2	Tat export inh	HTR5A inv ag
COc1ccc(CCNCc2sccc2C)cc1	7	1.1	3	0.5	5.1	5	4	-1.2	-1	-5	11
O=C(c1ccc(Cl)cc1)C1CCCN(Cc2cccc3cnccc23)C1 (stereo unspecified)	7	0.8	-11	-1.2	1.5	-18	-12	3.5	-9	4	-2
Cc1ccsc1C(=O)C1CCCN(Cc2cnc(N3CCOCC3)s2)C1 (stereo unspecified)	-11	3.3	0	-1.2	5.8	-12	-6	2.3	15	1	1
c1ccc2sc(C3CCNCC3)nc2c1	8	.	-3	.	0.5	6	-3	-1.4	-2	-12	-25
C/C(=N\N(C)c1ccccc1)c1c(O)[nH]c(=O)[nH]c1=O	-10	-1.5	7	0.0	1.3	15	7	-3.1	20	-5	-16
COC(=O)C1=C(c2ccc(C(C)=O)cc2)C[C@@H]2CC[C@H]1N2C(=O)N1CCCCC1	4	2.0	5	2.7	.	12	4	-2.1	22	-6	12
CCn1c(O)c(C=Nc2ccc(N3CCOCC3)cc2)c(=O)n(CC)c1=S	0	2.4	-7	0.0	2.0	-15	5	3.0	-14	-9	18
COC(=O)C1=C(c2ccccc2OCc2ccccc2)C[C@@H]2CC[C@H]1N2C(=O)NC1CCN(Cc2ccccc2)CC1	11	3.0	-5	4.6	3.5	0	-1	-0.1	10	11	20
CCC(=O)OC1(c2cccc(C)c2)CC(C)N(C)CC1C (stereo unspecified)	5	1.0	-12	1.7	1.0	-313	6	64*	-6	-1	3
Nc1cncc(C(=O)O)c1	-10&-1	-1.1&0.6	-4&-9	0.7&-1.4	-0.2&3.7	-4&-1	4&-2	0.7&0.1	7&20	19&13	-1&0
CCCOC(=O)C1C2CCC(O2)C1C(=O)O (stereo unspecified)	.	.	9	.	0.5	5	-6	-1.0	8	2	4
COc1ccc(NC(=O)c2c(C)nn(Cc3ccccc3Cl)c2Cl)cc1Cl	-5	0.5	-17	0.3	3.7	-5	3	0.8	-9	-5	-13
c1ccc(P(c2ccccn2)c2ccccn2)cc1	-6	2.2	0	-0.1	2.1	12	-3	-2.3	0	-4	18
O=C(c1cccn2c(=O)c3cc(Cl)ccc3nc12)N1CCC2(CC1)OCCO2	-6	0.6	-6	-1.7	2.1	4	-5	-0.8	.	-5	2
NC(=O)Cn1cc(C=C2C(=O)NC(=O)NC2=O)c2ccccc21	-11	.	-5	.	1.0	19	0	-3.2	5	-8	0
O=C(C1CC(c2ccc(Cl)c(Cl)c2)=NO1)N1CCC2(CC1)OCCO2 (stereo unspecified)	6	0.3	0	-0.2	1.4	-1	-8	0.2	6	4	15
Nc1c(C(=O)OC2CCCCC2)c2nc3ccccc3nc2n1CC1CCCO1 (stereo unspecified)	73	-0.2	0	-2.9	2.7	-4	0	0.8	-6	4	18
COc1cccc(C(=O)N2CCC3(CC2)OCCO3)c1	224	3.9	-3	1.4	2.0	8	0	-1.5	3	-3	-26
C1CCCN(C2CCNCC2)CC1	0	-0.2	5	1.6	6.0	0	-3	-0.1	-23	-10	4
NC(=O)C1CCN(/C=C2\C(=O)NC(=O)N(Cc3ccco3)C2=O)CC1	9	-0.5	1	2.3	1.4	6	-1	-1.1	2	1	16
COc1cccc(C(=O)C2CCCN(Cc3cccc(C)n3)C2)c1 (stereo unspecified)	-12	-0.2	-4	-3.0	-1.7	-1	0	0.3	13	-6	-4
Nc1c([N+](=O)[O-])cc(F)c(N2CCNCC2)c1Br	3	1.0	4	2.1	5.0	-1	2	0.2	1	1	19
COC(=O)[C@H]1C[C@@H]1[C@H](NP(=O)(c1ccccc1)c1ccccc1)c1ccccc1	11	5.1	-2	0.2	4.2	12	2	-2.1	-12	-4	0
O=c1ccc2cc(O[C@@H]3O[C@@H](CO)[C@H](O)[C@@H](O)[C@@H]3O)c(O)cc2o1	-12	-1.3	-9	-2.5	-0.3	6	0	-1.4	-20	-2	-3
CCC(C)n1c(O)c(C=NCc2cccnc2)c(=O)[nH]c1=S (stereo unspecified)	6	0.2	3	-3.0	1.9	6	0	-1.2	-6	1	8

The last four compounds of the part above come first, to join the parts.
SMILES	SUMO Mot1 rescue	AddAB inh	PKA-R1A act	Ecoli viability	phage Ecoli inh	OPRM1-OPRD1 inv	PKA-R2B act	MOR-DOR ag	PfHsp90 set2	Tat export inh	HTR5A inv ag
Nc1c([N+](=O)[O-])cc(F)c(N2CCNCC2)c1Br	3	1.0	4	2.1	5.0	-1	2	0.2	1	1	19
COC(=O)[C@H]1C[C@@H]1[C@H](NP(=O)(c1ccccc1)c1ccccc1)c1ccccc1	11	5.1	-2	0.2	4.2	12	2	-2.1	-12	-4	0
O=c1ccc2cc(O[C@@H]3O[C@@H](CO)[C@H](O)[C@@H](O)[C@@H]3O)c(O)cc2o1	-12	-1.3	-9	-2.5	-0.3	6	0	-1.4	-20	-2	-3
CCC(C)n1c(O)c(C=NCc2cccnc2)c(=O)[nH]c1=S (stereo unspecified)	6	0.2	3	-3.0	1.9	6	0	-1.2	-6	1	8
O=C1NC(=O)N(Cc2ccccc2)C(=O)/C1=C\c1ccco1	205	1.4	-7	1.5	2.2	-5	1	0.9	-2	5	3
CP(=O)(O)CN1CCCCC1	.	-1.4	9	-0.6	2.9	-5	18	0.9	3	28	4
O=P(O)(Oc1ccccc1)c1ccccc1	.	.	-6	.	-1.6	16	0	-3.1	.	-14	-2
O=C(c1ccc(N2CC3CC(C2)c2cccc(=O)n2C3)c([N+](=O)[O-])c1)N1CCCCC1 (stereo unspecified)	5	-0.3	-11	-0.8	3.2	11	-4	-1.8	3	-7	9
Cn1c(O)c(C=NCCCCCCCCCCC(=O)O)c(=O)n(C)c1=O	-16	-0.8	-5	1.3	-1.4	-4	1	0.8	-10	-2	17
C[C@]12CC[C@H](O)CC1=CC(=O)C1C2CC[C@]2(C)C(=O)[C@H](O)CC12 (stereo partly specified)	2	0.1	-6	-0.4	1.2	17	6	-3.2	.	2	13
CCC1(CCc2ccncc2)C(=O)NC(=O)NC1=O	5	1.0	-4	0.6	3.8	-11	-2	2.0	-13	-4	7
CC12CCC3C(CC=C4CC5(CCC43C)OCCO5)C1CCC2=O (stereo unspecified)	131	-2.3	-3	0.0	1.2	4	2	-0.8	16	-2	1
CCOC(=O)c1c(C)n(Cc2ccc3c(c2)OCO3)c2ccc(O)cc12	5	0.3	1	0.5	4.7	0	-3	0.0	.	-2	-4
CSc1nc2ccccc2c(=O)n1-c1cccnc1	1	-1.2	-8	-1.8	3.1	14	-11	-2.8	3	-2	1
Cc1cnn(C2CCN(C)CC2)c1N	-10	-1.9	-1	-3.3	-0.9	13	-21	-2.9	.	-2	1
Nc1cc(Cl)cc(Cl)c1	-1	2.5	-4	-0.3	2.3	15	-9	-2.8	9	13	2
COc1ccc(NP2(=O)OCC(C)(N)CO2)cc1 (stereo unspecified)	.	.	20*	.	3.8	3	6	-0.5	28	-9	0

Only part of the results is shown; rates above refer to the full screens.
